# ERAP1 inh = blocks human ERAP1 aminopeptidase activity. Q9NZ08. inhibition, % at 10.7 µM. hit rate 0.15% among 340,000. recombinant ERAP1, Leu-AMC fluorescence, 60 min;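 active = mean replicate inhibition of at least 30%, or all replicates individually reaching that 30% level; inactive = mean below 30% and not every replicate reaching it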;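 note: 0% = neutral control wells and 100% = L-leucinethiol positive control wells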
# CFTR F508del cor = correctors of CFTR F508del function in bronchial epithelial cells | hit rate 0.36% among 350,000 | activity (quench increase), % at 7.58 µM | CFBE cells, YFP halide quenching; stimulated with forskolin plus potentiator P3; % fluorescence drop versus neutral controls;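 active = mean added fluorescence quench of at least 8% versus neutral control, with both replicates also reaching 8%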;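 note: cells transiently co-express mutant CFTR-F508del with the halide-sensitive YFP; corrector assay measuring rescue of mutant channel to the surface after 24 h compound exposure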
# DENV2 CPE rescue = protects cells from dengue virus 2 cytopathic effect; CPE inhibition, % at 9.99 µM; AID 651640; DENV2-infected cells, cytopathic effect rescue, plate reader; hit rate 1.7% among 350,000; in the data active = CPE inhibition above about 20%, passing the limit was not always enough; tested in BHK-21 cells;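 note: 0% = median of neutral control wells and 100% = median of positive control wells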
# SIRT5 inh = inhibitors of human sirtuin-5 desuccinylase. AID 652115. inhibition, % at 15 µM. hit rate 1.1% among 330,000. Q9NXA8. Purified SirT5, succinyl-peptide AMC, trypsin-coupled fluorescence; in the data active = inhibition above about 15%
# Target sequence (Q9NXA8 whole entry, looked up): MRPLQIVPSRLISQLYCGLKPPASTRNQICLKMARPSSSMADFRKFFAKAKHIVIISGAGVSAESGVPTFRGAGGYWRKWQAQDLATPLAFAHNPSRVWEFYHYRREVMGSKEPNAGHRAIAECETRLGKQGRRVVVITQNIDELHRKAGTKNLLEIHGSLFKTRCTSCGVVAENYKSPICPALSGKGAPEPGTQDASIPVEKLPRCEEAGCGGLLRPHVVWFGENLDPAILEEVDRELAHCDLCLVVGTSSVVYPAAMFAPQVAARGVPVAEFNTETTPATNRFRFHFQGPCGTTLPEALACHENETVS
# miR-122 sensor = miR-122 inhibition in Huh7 cells | activation (reporter increase), % at 12.5 µM | Huh7 miR-122 Renilla luciferase sensor, 48 h; neutral wells = 0, positive control = 100 | hit rate 0.3% among 340,000;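 active = mean replicate activation score at least 90 and every replicate individually at or above 90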;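 note: higher luciferase means less miR-122 activity so hits act as miR-122 inhibitors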
# ERp5 inh = inhibitors of human ERp5; ERp5 insulin aggregation, absorbance 650 nm, 90 min; inhibition, % at 9.99 µM; hit rate 0.05% among 350,000; AID 651711;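 active = mean replicate inhibition above about 25%, with every replicate also reaching it, limit read from the data, passing the limit was not always enough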
# Target sequence (Q15084 whole entry, looked up): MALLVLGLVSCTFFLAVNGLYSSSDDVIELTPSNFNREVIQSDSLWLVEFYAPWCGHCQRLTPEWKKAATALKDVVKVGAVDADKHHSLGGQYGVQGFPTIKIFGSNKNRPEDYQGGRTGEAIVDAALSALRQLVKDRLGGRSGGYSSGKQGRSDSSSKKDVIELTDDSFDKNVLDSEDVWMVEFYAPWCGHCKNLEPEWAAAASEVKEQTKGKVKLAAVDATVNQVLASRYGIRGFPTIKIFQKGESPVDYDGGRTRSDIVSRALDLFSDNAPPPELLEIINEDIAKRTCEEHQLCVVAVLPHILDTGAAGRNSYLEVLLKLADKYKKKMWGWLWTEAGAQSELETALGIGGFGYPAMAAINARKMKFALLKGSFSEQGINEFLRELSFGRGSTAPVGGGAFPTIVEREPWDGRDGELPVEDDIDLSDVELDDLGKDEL
# Casp6 inh = caspase-6 (human) enzyme inhibition; P55212; purified caspase-6, Z-VEID-R110 cleavage fluorescence; inhibition, % at 12.5 µM; hit rate 0.53% among 350,000;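 active = mean inhibition across replicates at least about 35%, with every replicate also reaching that limit, limit read from the data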;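 note: 0% = median of neutral control wells and 100% = no fluorescence left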
# Target sequence (P55212 24-179 limits assumed): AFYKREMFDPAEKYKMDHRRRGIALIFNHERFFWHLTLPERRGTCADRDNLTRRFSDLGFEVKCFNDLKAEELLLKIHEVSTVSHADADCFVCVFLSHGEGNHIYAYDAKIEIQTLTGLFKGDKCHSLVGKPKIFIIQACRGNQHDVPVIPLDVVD
# Target sequence (P55212 194-293 limits assumed): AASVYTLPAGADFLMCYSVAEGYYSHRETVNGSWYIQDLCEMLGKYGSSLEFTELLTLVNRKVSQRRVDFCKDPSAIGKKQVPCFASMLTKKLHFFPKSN
# Active calls of the source: *; / = not tested or not shown; & = joins results of further samples; [ ] = remark or other dose.
# Sequence of screens – ERAP1 inh, CFTR F508del cor, DENV2 CPE rescue, SIRT5 inh, miR-122 sensor, ERp5 inh, Casp6 inh
[1] Cc1cccc(C)c1NC(=S)NC1CCCCC1
→ -1, 6.4, 68*, 1, /, -3, -8
[2] Cc1cc([N+](=O)[O-])ccc1N=Nc1c(N)[nH]n(-c2ccccc2)c1=O
→ 6, 1.5, 2, -5, /, -12, 4
[3] CC1Cc2ccccc2N1CC(=O)N(C)c1c(N)n(Cc2ccccc2)c(=O)[nH]c1=O (configuration not stated)
→ -2, 0.2, 7, 0, /, -2, 2
[4] CN(C)C(=O)c1cccc(-c2ccc3n(c2=O)C[C@@H]2[C@@H](CO)[C@H](C(=O)NCC(F)(F)F)[C@H]3N2C)c1
→ -1, /, 0, -10, /, 3, 0
[5] CCC(=O)N1[C@@H]2c3ccc(/C=C/c4ccccc4)c(=O)n3C[C@@H]2[C@@H](CO)[C@@H]1C(=O)OC
→ 1, -2.9, -2, -74, 5[16.7 µM], 6, 3
[6] O=C(c1ccc(F)cc1)N1CCCC(C(=O)N2CCN(c3ccccc3)CC2)C1 (configuration not stated)
→ 0, -7.9, 2, 0, -5, -2, 1
[7] COc1ccc(N2C(=O)C(C)C(Cc3ccc(C)cc3)C2=O)cc1 (configuration not stated)
→ 1, -1.3, -2, -1, -5, 3, 1
[8] C[C@@H]1CN([C@H](C)CO)C(=O)Cc2cc(NC(=O)Cc3cn(C)c4ccccc34)ccc2O[C@H]1CN(C)Cc1ccc(C(=O)Nc2ccccc2N)cc1
→ -3, -0.4, -11, /, -5[16.7 µM], -3, 2
[9] CCOc1ccc(OCCOC(=O)CN2C(=O)NC3(CCCC3)C2=O)cc1
→ 0, -3.2, -10, 0, -4, 1, -5
[10] CCCCC(CC)CNC(=O)c1cccs1 (configuration not stated)
→ 3, /, /, /, -2, 1, -4
[11] C[C@@H]1CN([C@H](C)CO)C(=O)c2cc(NS(=O)(=O)c3cn(C)cn3)ccc2O[C@@H]1CN(C)S(=O)(=O)c1ccc(Cl)cc1
→ 0, -0.5, -4, 1, 4[16.7 µM], 0, 0
[12] CCN(CC)c1ccc(/C=N/NC(=O)c2ccc3c(c2)OCCO3)cc1
→ 1, -1.6, -1, 4, -2, 3, -4
[13] Cc1cc(C(=O)Nc2cccc3c2O[C@H](CN(C)C(=O)Nc2c(C)noc2C)[C@@H](C)CN([C@H](C)CO)C3=O)n(C)n1
→ 1, -2.3, 3, 2, -1[16.7 µM], 11, -1
[14] Cc1ccc2c(c1)NC(=O)C(CC(=O)N(C)Cc1ccccc1)O2 (configuration not stated)
→ -3, -3.5, 11, /, -6, -2, 0
[15] C=CCN1C(=O)/C(=C2/Sc3ccc(OC)cc3N2CC)SC1=S
→ -1, -3.2, -8, 2, -1, 2, 2
[16] O=C(O)c1cc(-c2c[nH]c3ccccc23)nc2ccc3ccccc3c12
→ -15, -1.5, -3, -2, /, -2, 2
[17] CC(=O)C1=C(C)NC(=O)NC1/C=C/c1ccccc1 (configuration not stated)
→ 0, 2.6, 1, 0, 3, -2, 2
[18] COc1ccc(C(=O)Nc2ccc3c(c2)nc(CCNC(=O)c2ccco2)n3C)cc1
→ 0, -1.7, -3, -5, -2, -3, -1
[19] Cc1cccc(C)c1NC(=O)CN1CCN(C(=O)c2ccc(OCc3cn4ccccc4n3)cc2)CC1
→ 3, -0.7, -12, -3, -5, 2, 2
[20] CCCNC(=O)N1CC2(C1)CN(C(=O)CN1CCOCC1)[C@@H](CO)c1[nH]c3cc(OC)ccc3c12
→ -4, 0.6, 13, 2, /, 3, -1

# Values by screen from the entries so far.
# Nos. 3–11 in miR-122 sensor: /, /, 5[16.7 µM], -5, -5, -5[16.7 µM], -4, -2, 4[16.7 µM]

# (more compounds)
# Sequence of screens – ERAP1 inh, CFTR F508del cor, DENV2 CPE rescue, SIRT5 inh, miR-122 sensor, ERp5 inh, Casp6 inh
[21] C[C@H](CO)N1C[C@H](C)[C@@H](CN(C)Cc2ccc(C(=O)O)cc2)Oc2ccc(NS(=O)(=O)c3ccccc3)cc2CC1=O
→ 1, -2.5, 5, 3, 3[16.7 µM], 0, 1
[22] CN1C(=O)c2cc(NC(=O)C3CC3)ccc2OC[C@H]2O[C@H](CC(=O)O)CC[C@@H]21
→ -6, -1.9, -7, -4, /, -3, 2
[23] COC(=O)c1cn(CC(=O)Nc2ccccc2C)c2ccccc12
→ -1, 1.9, 15, 1, -2, 1, -3
[24] C[C@H]1CN([C@@H](C)CO)S(=O)(=O)c2ccc(C3=CCCC3)cc2O[C@@H]1CN(C)C(=O)CN(C)C
→ 8, 2.1, 7, -1, 11[16.7 µM], 13, -14
[25] C[C@@H]1CN([C@@H](C)CO)C(=O)c2cc(NC(=O)c3ccncc3)ccc2O[C@H]1CN(C)C(=O)Nc1ccc(C(F)(F)F)cc1
→ 0, 1.3, 11, 0, 24[16.7 µM], 0, 0
[26] COc1ccc2c3c([nH]c2c1)[C@@H](CO)N(C(=O)c1cccc(F)c1)CC31CCN(S(=O)(=O)c2cccs2)CC1
→ /, -1.5, -11, -2, /, /, /
[27] C[C@H](O)[C@@H]1C(=O)N2CCc3ccc(N4CCN(C)CC4)cc3[C@@H]2C[C@@H]1N(C)C(=O)c1ccc(C#N)cc1
→ -3, 0.5, 4, -4, -2, 8, 1
[28] Cc1ccccc1NC(=O)Nc1nnc(Cc2ccc([N+](=O)[O-])cc2)s1
→ -1, -0.5, 10, -6, -3, 4, -3
[29] O=C(COc1ccc(Br)cc1Cl)NC(=O)NC1CCCC1
→ 0, 3.5, 4, -4, 1, -9, 0
[30] C[C@H]1CN([C@@H](C)CO)S(=O)(=O)c2ccc(-c3cccc(F)c3)cc2O[C@H]1CN(C)CC1CC1
→ -3, 0.8, 7, 2, -2[16.7 µM], 9, -2
[31] COc1ccc(-n2nnnc2SCC(=O)Nc2nnc(C)s2)cc1
→ 4, /, /, 2, 3, -4, 2
[32] Cc1cccc(OCc2nnc(SCC(=O)NCCc3ccccc3)o2)c1
→ -1, 2.1, /, -1, 1, 4, -5
[33] COc1ccc(C(=O)NCCc2cc3ccc(C)c(C)c3[nH]c2=O)cc1OC
→ 3, 1.5, 1, -2, /, 2, -1
[34] O=C(CCC(=O)Nc1cccc(Cl)c1)N/N=C/c1cc([N+](=O)[O-])ccc1O
→ 12, 2.2, /, 15*, /, -3, 2
[35] COc1ccccc1S(=O)(=O)N[C@@H]1CC[C@@H](CC(=O)NCc2cc(F)cc(F)c2)O[C@@H]1CO
→ -2, 0.6, 5, -4, /, -1, 1
[36] COc1ccc(N(CC(=O)NCc2ccncc2)S(=O)(=O)c2ccc(C)c([N+](=O)[O-])c2)cc1
→ -1, -0.5, 3, -5, 6, -5, -1
[37] Cc1ccc(-n2nnnc2SCC(=O)N2CCNC2=O)cc1C
→ 5, -0.9, -6, -3, /, 0, 0
[38] CCOc1ccc(S(=O)(=O)NCc2ccccn2)cc1NC(=O)c1ccccc1F
→ 3, 2.9, -5, 1, 36, 1, 0
[39] CCc1cccc2c1Sc1ccccc1CC2N1CCNCC1 (configuration not stated)
→ 10, -0.6, -16, -8, /, /, 5
[40] Cc1ccccc1OC1CCN(C(=O)C2CCC(=O)N(C3CCCC3)C2)CC1 (configuration not stated)
→ -4, 0.9, -1, -5, -8, 0, -2

# Compounds from the list above that contain a COOH group:
# Sequence of screens – ERAP1 inh, CFTR F508del cor, DENV2 CPE rescue, SIRT5 inh, miR-122 sensor, ERp5 inh, Casp6 inh
[16] O=C(O)c1cc(-c2c[nH]c3ccccc23)nc2ccc3ccccc3c12
→ -15, -1.5, -3, -2, /, -2, 2
[21] C[C@H](CO)N1C[C@H](C)[C@@H](CN(C)Cc2ccc(C(=O)O)cc2)Oc2ccc(NS(=O)(=O)c3ccccc3)cc2CC1=O
→ 1, -2.5, 5, 3, 3[16.7 µM], 0, 1
[22] CN1C(=O)c2cc(NC(=O)C3CC3)ccc2OC[C@H]2O[C@H](CC(=O)O)CC[C@@H]21
→ -6, -1.9, -7, -4, /, -3, 2

# The listing continues:
# Sequence of screens – ERAP1 inh, CFTR F508del cor, DENV2 CPE rescue, SIRT5 inh, miR-122 sensor, ERp5 inh, Casp6 inh
[41] O=C(Nc1cnccn1)c1ccc(F)cc1Cl
→ -1, 0.3, 2, -4, 1, -2, 6
[42] N#Cc1ccccc1Sc1ccccc1C(=O)OCC(N)=O
→ 1, -2.6, 3, 0, -2, 1, 9
[43] Nc1[nH]c(C(=O)c2ccccc2)c(-c2ccc3ccccc3c2)c1C(=O)NCc1ccc(-c2ccccc2)cc1
→ 1, -2.2, -5, /, /, 3, -1
[44] CCOC(=O)C1=C(CC)Nc2ccccc2N=C1NC(=O)c1cccc(S(=O)(=O)N2CCOCC2)c1
→ -2, -2.9, -1, 0, -4, -7, -1
[45] CCN1CCN(Cc2ccc(NC(=O)c3ccc(C)c(NC(=O)c4c[nH]c5cc(C(F)(F)F)ccc5c4=O)c3)cc2C(F)(F)F)CC1
→ 3, 5.3&-2.4, 2&7, -6&-1, -33&-25, 1&3, -6&-3
[46] COc1ccc(S(=O)(=O)N(C)C[C@@H]2OCCCC[C@@H](C)Oc3ccc(NC(=O)CCC(F)(F)F)cc3C(=O)N([C@H](C)CO)C[C@@H]2C)cc1
→ -2, -1.3, 7, 7, 1[16.7 µM], -4, -2
[47] Nc1c(N(CCC2=CCCCC2)C(=O)CCCOc2ccccc2)c(=O)[nH]c(=O)n1Cc1ccccc1
→ -1, 3.0, -2, 0, /, 2, -1
[48] COc1ccc(C(=O)CC(=O)c2ccc(F)cc2)cc1
→ /, 5.8, -4, 0, 1, -2, -3
[49] Cc1ccc(S(=O)(=O)c2nc(-c3ccccc3F)oc2N2CC(C)OC(C)C2)cc1 (configuration not stated)
→ 2, -4.3, 7, 1, 7, 2, -1
[50] CCC(C)NC(=O)c1ccc(CNS(=O)(=O)c2ccc3c(c2)C(C)(C)C(=O)N3C)cc1 (configuration not stated)
→ 5, -1.5, 15, /, -9, -5, 0
[51] C[C@@H]1CN([C@H](C)CO)C(=O)c2cc(C#CCc3ccccc3)cnc2O[C@@H]1CN(C)Cc1ccccc1
→ 0, 0.5, 7, -1, /, -4, 2
[52] CO[C@@H]1CN(C)C(=O)c2ccc(NC(=O)Nc3ccccc3F)cc2OC[C@H](C)N(C(C)=O)C[C@H]1C
→ -6, 2.1, 10, 9, 2[16.7 µM], -2, -2

# Sorted by count of non-hydrogen atoms (descending): some entries from above.
# Sequence of screens – ERAP1 inh, CFTR F508del cor, DENV2 CPE rescue, SIRT5 inh, miR-122 sensor, ERp5 inh, Casp6 inh
[43] Nc1[nH]c(C(=O)c2ccccc2)c(-c2ccc3ccccc3c2)c1C(=O)NCc1ccc(-c2ccccc2)cc1
→ 1, -2.2, -5, /, /, 3, -1
[44] CCOC(=O)C1=C(CC)Nc2ccccc2N=C1NC(=O)c1cccc(S(=O)(=O)N2CCOCC2)c1
→ -2, -2.9, -1, 0, -4, -7, -1
[50] CCC(C)NC(=O)c1ccc(CNS(=O)(=O)c2ccc3c(c2)C(C)(C)C(=O)N3C)cc1 (configuration not stated)
→ 5, -1.5, 15, /, -9, -5, 0
[49] Cc1ccc(S(=O)(=O)c2nc(-c3ccccc3F)oc2N2CC(C)OC(C)C2)cc1 (configuration not stated)
→ 2, -4.3, 7, 1, 7, 2, -1

# Compound profiles, as listed above. Screens in order: ERAP1 inh, CFTR F508del cor, DENV2 CPE rescue, SIRT5 inh, miR-122 sensor, ERp5 inh, Casp6 inh
# C[C@H](O)[C@@H]1C(=O)N2CCc3ccc(N4CCN(C)CC4)cc3[C@@H]2C[C@@H]1N(C)C(=O)c1ccc(C#N)cc1 across the screens: -3, 0.5, 4, -4, -2, 8, 1
# Cc1ccc(S(=O)(=O)c2nc(-c3ccccc3F)oc2N2CC(C)OC(C)C2)cc1 (configuration not stated) across the screens: 2, -4.3, 7, 1, 7, 2, -1

# High-throughput results (PubChem BioAssay)
